# Assay outcomes: PubChem BioAssay, Sanford-Burnham Center for Chemical Genomics
# SENP7 block: SENP7 protease inhibitors, primary screen, biochemical, luminescence, uHTS; 330,000 compounds, 1.5% hits; recombinant SENP7, Z-RLRGG-aminoluciferin luminescence, 40 min; inhibition, % at 5 µM; Sentrin-specific protease 7 (Homo sapiens), Q9BQF6;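 active means inhibition above about 50% at the single test dose, limit read from the data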;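 further: plate controls were DMSO with enzyme for no effect and no enzyme buffer wells for full effect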
# Target sequence (Q9BQF6 706-1050 limits assumed): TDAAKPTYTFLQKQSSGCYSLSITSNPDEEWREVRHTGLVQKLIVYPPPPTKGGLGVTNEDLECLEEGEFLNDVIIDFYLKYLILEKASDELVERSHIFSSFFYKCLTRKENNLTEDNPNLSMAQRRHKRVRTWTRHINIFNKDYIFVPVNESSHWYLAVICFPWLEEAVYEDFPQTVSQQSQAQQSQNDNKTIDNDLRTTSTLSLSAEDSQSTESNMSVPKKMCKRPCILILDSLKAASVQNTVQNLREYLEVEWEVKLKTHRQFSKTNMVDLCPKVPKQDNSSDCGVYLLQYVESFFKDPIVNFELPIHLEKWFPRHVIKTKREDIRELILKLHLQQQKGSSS
# SENP8 block-1: SENP8 protease inhibitors, primary screen, biochemical, luminescence | 330,000 compounds, 1.2% hits | AID 2540, 2010 | purified SENP8, Z-RLRGG-aminoluciferin cleavage | inhibition, % at 10 µM; in the data active means inhibition above about 50%
# Target sequence (Q96LD8 whole entry, looked up): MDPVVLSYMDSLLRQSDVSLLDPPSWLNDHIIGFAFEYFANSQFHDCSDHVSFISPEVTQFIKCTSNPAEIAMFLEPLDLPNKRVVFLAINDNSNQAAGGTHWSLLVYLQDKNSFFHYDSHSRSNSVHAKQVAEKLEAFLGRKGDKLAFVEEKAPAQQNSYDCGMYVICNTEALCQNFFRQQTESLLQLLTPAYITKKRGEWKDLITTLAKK
# PfG6PD inh: PfG6PD enzyme inhibitors, primary screen, biochemical, fluorescence intensity, uHTS. PfGluPho enzyme, NADPH resazurin-diaphorase fluorescence. inhibition, % at 20 µM. 350,000 compounds, 0.78% hits. AID 504690, 2011;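 active means inhibition reaching at least a set limit at 20 µM in the primary screen, cut at about 59% in these data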;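 further: 0% = DMSO wells with substrate and 100% = DMSO wells lacking glucose-6-phosphate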
# SENP8 block-2: human SENP8 protease inhibitors, primary screen, biochemical, fluorescence, Nedd8 protein substrate, uHTS | Sentrin-specific protease 8 (Homo sapiens), Q96LD8 | inhibition, % at 20 µM | AID 602440, 2012 | recombinant SENP8 | 360,000 compounds, 0.64% hits; in the data active means inhibition mostly above about 40%, no sharp cut-off; inactive means mostly below about 27%
# Apaf1 inhib: inhibitors of human Apaf-1 apoptosome, primary screen, biochemical, DEVD-Rh110 fluorescence, uHTS. Apoptotic protease-activating factor 1 (Homo sapiens), O14727. reconstituted apoptosome caspase-3 activity. inhibition, % at 20 µM. 330,000 compounds, 0.71% hits. AID 489030, 2010; active means inhibition of at least 40% at 20 µM;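 further: plate controls were DMSO wells for no effect and DEVD-CHO caspase inhibitor wells for full effect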
#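 System: Apoptosome proteins | Medium: Hepes pH 7.5 with detergent and BSA | Also added: Cytochrome c trigger plus (Z-DEVD)2-Rh110 caspase-3 substrate | Incubation: 30 min compound preincubation, 50 min activation, room temperature | Detection: Rhodamine 110 fluorescence at Ex 480/Em 540 nm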
# HKDC1 inh: HKDC1 hexokinase inhibitors, primary screen, biochemical, fluorescence, uHTS | Q2TB90 | recombinant HKDC1, G6PDH/diaphorase resazurin coupled fluorescence | inhibition, % at 20 µM | 340,000 compounds, 0.16% hits;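 active means inhibition above about 35% when tested at 20 µM, limit read from the data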;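 further: plate controls were DMSO wells with enzyme for no effect and DMSO wells lacking enzyme for full effect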
#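 Assay system – recombinant HKDC1 (HK5) hexokinase enzyme, produced in-house · Input – HKDC1 at 5 µg/mL · Reagent – glucose plus 1 mM ATP as hexokinase substrates · Timing – 90 min reaction incubation at room temperature, dark · Measured by – G6PDH/diaphorase-coupled fluorescence, 1 mM NADP, 100 µM resazurin, 525/613 nm · Benchmarks – DMSO-enzyme wells negative, buffer-substituted wells positive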
# SENP1 inh: human SENP1 catalytic domain inhibitors, primary screen, biochemical, FRET, uHTS. recombinant SENP1 catalytic domain, CyPet-SUMO1-YPet FRET cleavage. inhibition, % at 10 µM. 360,000 compounds, 0.21% hits. AID 624204, 2012;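 active means inhibition at least 30% at 10 µM, raw YFP signal under a set limit, fluorescence ratio 0.5 to 1.5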;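 further: 0% = enzyme with DMSO and 100% = no enzyme wells; some results filed as inactive read as strong as hits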
# Target sequence (Q9P0U3 419-644 limits assumed): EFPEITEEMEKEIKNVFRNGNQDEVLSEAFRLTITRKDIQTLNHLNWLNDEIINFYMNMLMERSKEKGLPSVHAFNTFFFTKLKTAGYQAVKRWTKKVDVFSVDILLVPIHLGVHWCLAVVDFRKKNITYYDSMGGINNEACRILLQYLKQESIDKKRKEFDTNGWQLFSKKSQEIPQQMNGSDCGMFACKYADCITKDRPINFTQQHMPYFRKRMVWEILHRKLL
#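 system = hSENP1 catalytic domain, recombinant | reagent = SFCypet-SUMO1-SFYpet substrate at 25 nM | doses = one dose per compound, 10 µM, 0.5% DMSO | incubation = enzyme reaction for 50 min at room temperature, dark | measured by = FRET, CFP and YFP emission | controls = no-enzyme low, enzyme-DMSO high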
# SENP6 block: SENP6 protease inhibitors, primary screen, biochemical, luminescence, uHTS | AID 2599, 2010 | 330,000 compounds, 1.8% hits | Sentrin-specific protease 6 (Homo sapiens), Q9GZR1 | Recombinant SENP6 catalytic domain, aminoluciferin luminescence | inhibition, % at 10 µM;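 active means inhibition above about 50% at the single tested dose, limit read from the data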;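 further: plate controls were DMSO wells with enzyme for no effect and DMSO wells lacking enzyme for full effect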
# * hit, by the source's call; x = not tested or not shown; & = joins results of further samples.
Compound	SENP7 block	SENP8 block-1	SENP1 inh	SENP6 block	HKDC1 inh	Apaf1 inhib	PfG6PD inh	SENP8 block-2
CCn1c(N)nc2ccccc21	-6	4	-4	15	-6	-2	-17	-36
O=C(CSc1nc2ccccc2c(=O)n1-c1ccccc1)N1CCCc2ccccc21	-2	-5	4	-14	-5	10	-2	17
CCc1nnc(N/N=C/c2cc(C)c(C)cc2C)n1N	-2	-4	0	9	-4	-5	27	27
Cc1ccc(SCC(=O)Nc2ccc(F)cc2[N+](=O)[O-])cc1C	1	-2	4	4	-8	17	4	22
Nc1nc2ccc(O)cc2s1	-3	-12	1	-13	-4	-4	11	2
CC(=O)c1c(C)nc2ccc(Br)cc2c1C(=O)O	8	-2	1	10	-3	3	7	15
Cc1ccc(-n2nc3c(c2NC(=O)CCC2CCCCC2)CS(=O)C3)cc1 (stereo not drawn)	-3	10	-1	-1	-2	3	-10	17
CCOC(=O)N1CCN(S(=O)(=O)N2CCCC(C(=O)NCCc3ccc(OCC)c(OCC)c3)C2)CC1 (stereo not drawn)	7	6	1	-8	7	7	-18	6
Cc1ccc(/C=N/NC(=O)c2csc(C)c2)o1	-7	-12	0	-13	4	0	19	3
COCCNC(=O)c1cccc(OC2CCN(C(C)COc3ccccc3)CC2)c1 (stereo not drawn)	-5	0	-14	12	-4	-14	13	12
Cc1ccccc1C(=O)N1CCN=C1SCc1ccc([N+](=O)[O-])cc1	6	4	3	-6	-2	4	-3	18
O=C(NC(=S)Nc1ccc(N2CCOCC2)cc1)c1cccc(Cl)c1Cl	18	-15	5	-7	0	5	5	14
Cn1cc(S(=O)(=O)NC[C@H]2O[C@@H](n3cnc4c(N)ncnc43)[C@H](O)[C@@H]2O)cn1	-5	x	-1	x	0	15	-6	19
CNC(=S)N/N=C/c1cc(Br)c(OCc2ccncc2)c(OC)c1	-3	11	-2	0	2	13	2	15
CCCCCCCCCCSc1n[nH]c(NC(C)=O)n1	10	-13	1	2	-15	-7	0	15
CC(C)CC1CC(C)(c2csc(NNC(=O)c3ccccc3)n2)OC1=O (stereo not drawn)	-2	3	0	-11	4	6	-4	6
Cc1ccc(C)c(N(CC(=O)N2CCc3ccccc3C2)S(C)(=O)=O)c1	4	-2	1	5	-4	0	3	0
CCOC(=O)Cc1csc(SCC(=O)Nc2cccc(Cl)c2)n1	1	0	1	-13	2	7	6	6
S=C(Nc1ccccc1Cl)Nc1ccc(Cl)cc1Cl	-6	-5	1	-28	-5	16	0	19
CC(=O)Nc1ccc(C(=O)Nc2cc(S(=O)(=O)N3CCOCC3)ccc2N2CCOCC2)cc1	x	x	1	x	2	x	-3	6
COc1ccc(-c2csc(N3C(=O)C4C5c6ccccc6C(c6ccccc65)[C@@H]4C3=O)n2)cc1 (stereo partly drawn)	-4	0	-2	0	-1	7	9	7
CCC(=O)Oc1c(C(=O)CC)cc2c(C)cc(=O)oc2c1C	3	0	-52	0	-6	-10	-19	-95
O=c1[nH][nH]cc1C=NCc1cccc(C(F)(F)F)c1	-2	-7	0	-5	-12	-8	17	12
Cc1ccc(C(=O)CSc2cc(C)[nH]c(=O)n2)cc1	-1	2	-33	6	-7	9	11	6
C[C@@H]1CC=C[C@H]2[C@H]1C(=O)N(Cc1ccccc1)[C@H]2c1ccc2ccccc2c1/C=C/c1ccccc1	5	0	1	0	3	19	13	-340
Cc1sc(NC(=O)Cc2ccc3c(c2)OCO3)nc1-c1ccc2c(c1)CCN2C(=O)c1ccc(F)cc1	-3	-6	-5	2	13	-1	-13	-4
O=C(O)c1nccnc1C(=O)Nc1ccccc1-c1ccccc1	0	-11	1	-25	-2	-10	9	24
CCOC(=O)C1=C(C)NC(=O)NC1c1cn(-c2ccccc2)nc1-c1cccs1 (stereo not drawn)	4	-2	-3	-3	11	13	8	2
Cc1cc(-n2c(C)cc(C(=O)CSc3[nH]c(=O)cc(C(F)(F)F)c3C#N)c2C)no1	-1	-14	-61	-19	-4	-4	-26	-29
Cc1cc(C(=O)N2CCCC(Nc3ccc(F)cc3)C2)n(C)n1 (stereo not drawn)	-2	-9	2	-17	-5	-1	25	4
COc1ccc(-n2c(C)c3c(OC)cccc(=O)c3c2C)cc1	-4	-4	17	-8	0	-3	23	3
O=C(Nc1ccc([N+](=O)[O-])cc1)c1cncc(Br)c1	-1	5	1	0	0	-2	7	22
COCCn1nnnc1C(c1cc2cccc(C)c2[nH]c1=O)N1CCN(c2ccccc2F)CC1 (stereo not drawn)	-1	-1	-12	-14	2	-5	16	-71
CCOc1ncccc1C(=O)NCCc1c[nH]c2ccccc12	2	1	2	-8	-2	7	8	5
CC(C)n1c(SCC(=O)Nc2ccccc2N2CCOCC2)nc2c1c(=O)n(C)c(=O)n2C	1	8	2	5	3	-5	-7	12
CC(=O)Nc1cc(C(=O)CSc2nnc(C3CC3)n2C2CC2)ccc1O	7	-1	1	5	5	-27	-8	2
CCN(CC(=O)NC1CCCCCC1)S(=O)(=O)c1ccccc1	6	3	-2	5	-8	-4	-26	23
O=C(Nc1ccccc1)NC(Cc1ccc(O)cc1)C(=O)O (stereo not drawn)	-4	12	6	-6	-5	-4	-11	-3
N#CC1=C(N)S[C@@H](C(=O)c2ccc(F)cc2)[C@@H]1c1cccs1	2	4	-5	-6	6	8	5	-7
Cc1[nH][nH]c(=O)c1N=Nc1ccccc1Cl	-2	-4	4	16	-4	-3	-15	33
CC1CN(C(=O)c2ccc(NS(=O)(=O)c3cccc(Cl)c3)cc2)CC(C)O1 (stereo not drawn)	5	-1	0	1	-12	1	-5	4
c1ccc2c(c1)nnn2Cc1nnc2sc(-c3ccncc3)nn12	-1	-4	2	-18	-12	-20	39	1
COc1ccccc1N(C(=O)c1ccco1)C(C(=O)NC1CCCC1)c1cccnc1 (stereo not drawn)	-14	-13	1	-14	-7	9	-4	24
COc1ccc(NC(=O)N2CCC(c3nc4ccccc4[nH]3)CC2)cc1	-13	-5	0	-12	6	3	-1	9
O=C(Nc1ccc(Cl)cc1)c1nc[nH]c1C(=O)N1CCc2ccccc2C1	11	-2	1	4	-5	14	-4	11
CCC(=O)Nc1sc2c(c1C#N)CCCCC2	-4	3	1	-3	5	-1	-10	-4
Cc1cc(CN(C)C)c(O)c(C2(C)CCCCC2)c1	-7	-7	-1	-19	-7	4	1	23
O=C(NCCCn1ccnc1)/C(=C\c1cccs1)NC(=O)c1cccs1	-11	-6	2	-10	-9	7	-23	7
O=C(NCc1ccco1)c1ccc(CS(=O)(=O)c2cccc(C(F)(F)F)c2)o1	4	-2	-4	3	-3	-3	-2	12
CCOc1ccc(NC(=O)Nc2ccon2)cc1	54*	15	-1	55*	-6	0	2	-3
COc1cccc(C(=O)Nc2nnc(-c3ccc(F)cc3)o2)c1	4	-8	-1	-7	-7	8	4	4
COCCn1c(C)cc(C(=O)COC(=O)c2ccc3c(c2)NC(=O)CS3)c1C	9	0	1	7	-5	9	19	11
O=S(=O)(c1ccc2ccccc2c1)N1CCN(c2ccc(O)cc2)CC1	10	-5	-3	-6	7	6	39	-7
Cc1ccc(Nc2cc(C)nc3nnnn23)cc1	8	-7	-2	-18	-2	0	11	18
C[C@@H]1CN([C@@H](C)CO)C(=O)c2cc(NS(C)(=O)=O)ccc2O[C@H]1CN(C)Cc1ccc(Oc2ccccc2)cc1	11	-6	0	4	2	27	-4	-4
COc1ccc(-c2cc(C(F)(F)F)n3nc(C(=O)O)nc3n2)cc1	0	2	-7	5	-8	-10	1	-305
Cc1ccc(Oc2ccc(Oc3ccc(C)cc3)nn2)cc1	3	4	1	-2	-1	0	-13	22
CC(=O)C1=C(C)N(Cc2ccccc2)C(=O)N[C@@H]1c1cccc(C(F)(F)F)c1	1	-3	0	-1	3	5	6	-4
Cc1sc[n+](CC(=O)c2ccc(Br)cc2)c1C	-2	3	0	-9	-1	16	-9	13
O=C(Oc1ccccc1)c1ccc2c(c1)C(=O)N(Cc1ccncc1)C2=O	-7	-10	0	3	-7	-8	1	14

# 3 entries out of the list above, ordered by the number in HKDC1 inh, low to high.
Compound | SENP7 block | SENP8 block-1 | SENP1 inh | SENP6 block | HKDC1 inh | PfG6PD inh
O=C(NCCCn1ccnc1)/C(=C\c1cccs1)NC(=O)c1cccs1 | -11 | -6 | 2 | -10 | -9 | -23
COc1cccc(C(=O)Nc2nnc(-c3ccc(F)cc3)o2)c1 | 4 | -8 | -1 | -7 | -7 | 4
O=S(=O)(c1ccc2ccccc2c1)N1CCN(c2ccc(O)cc2)CC1 | 10 | -5 | -3 | -6 | 7 | 39

# Continued:
Compound	SENP7 block	SENP8 block-1	SENP1 inh	SENP6 block	HKDC1 inh	Apaf1 inhib	PfG6PD inh	SENP8 block-2
CCCCCCn1c(N2CCN(c3ccccc3)CC2)nc2c1c(=O)[nH]c(=O)n2C	-4	7	0	2	5	33	3	22
CN1CCN(C(=O)c2cc3nc(-c4ccccc4)cc(-c4ccccc4)n3n2)CC1	-3	-7	-38	-26	-1	12	-12	-497
CCOC(=O)C1=C(C)N(CCCCCC(=O)O)C(=O)NC1c1ccc(Cl)cc1 (stereo not drawn)	4	-13	-6	-12	3	-4	-2	6
COc1ccc(CCNS(=O)(=O)c2cccc(C)c2)cc1OC	-8	-8	2	-12	1	10	-2	10
COc1ccc(S(=O)(=O)N2CCOCC2)cc1C(=O)N(C)Cc1ccccc1F	3	-1	0	-12	-5	3	2	4
CCc1cc(=O)[nH]c(SCC(=O)NCC2CCCO2)n1 (stereo not drawn)	-6	1	2	-8	-4	6	-2	2
O=C(Nc1cccc(S(=O)(=O)NCc2ccco2)c1)c1cccc(Cl)c1	5	-2	1	2	1	1	-11	24
C=CCOc1c(CNc2nccs2)cccc1OCC	1	-3	-6	11	6	-13	-25	-3
CC(=O)Nc1ccc(S(=O)(=O)N2CCN3CCCC3C2)cc1 (stereo not drawn)	-5	-6	-6	6	3	-1	-17	2
Cc1nnc2sc(SCc3ccccc3Cl)nn2c1=O	-3	4	1	4	-6	0	-8	27
N#CC1=C(N)SC(N)=C(C#N)C1C1CC=CCC1 (stereo not drawn)	-3	1	-12	-22	-5	-12	25	8
CCSc1nnc(NC(=O)c2ccco2)s1	0	-7	0	-8	3	-10	-2	-19
COc1cc(NC(=O)c2cnc(N)o2)cc(C(=O)Nc2cccc(C(F)(F)F)c2)c1	-3	7	1&-3	-7	2	7	37&17	-5&-14
O=C(Nc1ccccn1)c1ccc2ccccc2n1	89*	80*	-1	90*	8	-1	9	10
